Cneo AK release – Cryptococcus neoformans cell lysis inducers, primary screen, AK release luminescence, single concentration | actives 0.2% (n = 360,000) | C. neoformans lysis, adenylate kinase release luminescence, 4 h; normalised: neutral wells 0, clomiphene wells 100 | lysis activity, % at 15 µM | AID 651654, 2012;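 active = mean lysis activity across replicates of at least 80%, whatever share of replicates individually reach that level; inactive = mean lysis activity below 80%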
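Material: C. neoformans cells; Schedule: 4 h static compound exposure, 37 °C, read 1 h post-reagent; Measured by: adenylate kinase release luminescence; Read-out: signal increase indicating cell lysis; Controls: Clomiphene as positive lysis control.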
PGC1a acetyl inh – inhibitors of PGC1a acetylation signal, primary screen, cell-based, U2OS, AlphaScreen, inhibitor mode | AlphaScreen anti-acetyl-lysine; with virally co-expressed GCN5 acetyltransferase | inhibition, % at 15.6 µM | actives 0.17% (n = 350,000);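 active = every replicate shows inhibition of at least 40%; inconclusive = mean inhibition at least 40% but some replicate below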;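 also: 0% = neutral control wells and 100% = positive control wells; some results beyond the cut were filed as inactive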
E-sel inducer – E-selectin induction in HUVECs, primary screen, imaging, HUVEC, immunofluorescence imaging, single point; P16581; normalized: neutral wells 0, TNF-alpha wells 100; activation, % at 7.58 µM; actives 0.37% (n = 260,000);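 active = mean E-selectin-positive cell signal at least 10% of the positive control, reached in at least 60% of replicates, without over 20% cell loss; inconclusive = no rule given, readout overlaps actives, possibly toxicity-flagged; inactive = the rest, including those meeting only one limit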;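 also: in these data hits start at about 27%; measured in HUVEC primary endothelial cells; signal is the percent of cells scored E-selectin positive by PE staining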
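System: HUVEC / Compound: single concentration / Signal: immunofluorescence imaging / Read-out: percent E-selectin-positive cells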
RAD54 branch – inhibitors of human RAD54 branch migration, primary screen, biochemical, fluorescence, single point. DNA repair and recombination protein RAD54-like (Homo sapiens), Q92698. RAD54 Holliday junction branch migration, FAM/BHQ fluorescence. inhibition, % at 10.4 µM. actives 0.14% (n = 360,000). AID 602329, 2012;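 active = mean normalized replicate activity at least 40 and at least half of replicates scoring 40 or more; inconclusive = only one of the two criteria met; inactive = mean below 40 and under half of replicates reaching 40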;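 also: 0% = median of neutral control wells and 100% = median of positive control wells; inhibitors cause a drop in the FAM fluorescence signal; in these data hits start at about 50%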
Target sequence (Q92698 whole entry, looked up): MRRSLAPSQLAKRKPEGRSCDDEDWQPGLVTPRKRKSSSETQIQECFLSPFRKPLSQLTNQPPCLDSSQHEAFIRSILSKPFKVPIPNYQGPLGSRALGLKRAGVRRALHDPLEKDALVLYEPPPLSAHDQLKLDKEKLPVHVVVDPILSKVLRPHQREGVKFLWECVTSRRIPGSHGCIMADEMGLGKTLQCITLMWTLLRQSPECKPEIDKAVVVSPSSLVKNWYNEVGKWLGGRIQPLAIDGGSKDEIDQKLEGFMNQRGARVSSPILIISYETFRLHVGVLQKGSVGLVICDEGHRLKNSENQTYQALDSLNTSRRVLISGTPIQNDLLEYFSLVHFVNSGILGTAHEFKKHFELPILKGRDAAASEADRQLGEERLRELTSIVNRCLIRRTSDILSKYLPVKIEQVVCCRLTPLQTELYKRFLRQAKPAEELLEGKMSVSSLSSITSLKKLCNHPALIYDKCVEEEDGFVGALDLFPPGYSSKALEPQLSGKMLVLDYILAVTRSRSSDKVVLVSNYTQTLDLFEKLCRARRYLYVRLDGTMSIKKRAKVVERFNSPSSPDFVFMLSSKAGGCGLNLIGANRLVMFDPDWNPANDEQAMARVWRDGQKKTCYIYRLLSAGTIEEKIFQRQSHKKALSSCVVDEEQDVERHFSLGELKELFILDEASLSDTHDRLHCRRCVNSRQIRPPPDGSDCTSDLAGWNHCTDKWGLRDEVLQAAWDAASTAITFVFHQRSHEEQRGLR
ERAP1 inh – human ERAP1 aminopeptidase inhibitors, primary screen, biochemical, single point, plate reader; actives 0.15% (n = 340,000); inhibition, % at 10.7 µM; recombinant ERAP1, Leu-AMC fluorescence, 60 min;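 active = mean replicate inhibition of at least 30%, or all replicates individually reaching that 30% level; inactive = mean below 30% and not every replicate reaching it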;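 also: 0% = neutral control wells and 100% = L-leucinethiol positive control wells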
miR-122 sensor – miR-122 Renilla sensor signal increase in Huh7, primary screen, miR-122 inhibitor project, cell-based, single point, plate reader; Huh7 miR-122 Renilla luciferase sensor, 48 h; neutral wells = 0, positive control = 100; actives 0.3% (n = 340,000); AID 602342, 2012; activation (reporter increase), % at 12.5 µM;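 active = mean replicate activation score at least 90 and every replicate individually at or above 90; inconclusive = only one of the two criteria met; inactive = neither criterion met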;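 also: higher luciferase means less miR-122 activity so hits act as miR-122 inhibitors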
PglD inh – C. jejuni PglD acetyltransferase inhibitors, primary screen, biochemical, DTNB colorimetric, single point | UDP-N-acetylbacillosamine N-acetyltransferase PglD (Campylobacter jejuni) | purified PglD enzyme, DTNB colorimetric CoA detection | inhibition, % at 12.5 µM | actives 0.098% (n = 360,000) | AID 602405, 2012; in the data active = inhibition above about 16%, passing the limit was not always enough; inconclusive = no clear call, values can overlap the other calls; also: strong numbers were not always called active
RAD52 inh – RAD52 DNA annealing inhibitors, primary screen, biochemical, FRET, single point, set 2; DNA repair protein RAD52 homolog (Homo sapiens), P43351; recombinant RAD52 DNA annealing, FRET fluorescence; inhibition, % at 18.7 µM; actives 0.46% (n = 360,000);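 active = every replicate showing at least 50% inhibition; inconclusive = mean inhibition at least 50% but not in every replicate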
An asterisk follows results filed as active; [ ] = dose if it differs, or a comment.

Cc1cccc(CS(=O)(=O)Cc2ccc(C(=O)NC(C)c3ccccc3)o2)c1 (stereo not given) was read as Cneo AK release -1, PGC1a acetyl inh 9, RAD54 branch 14, ERAP1 inh -5, miR-122 sensor 5, PglD inh -4 and RAD52 inh -2.
Screening O=C(Nc1ccc2c(c1)OCO2)C1CCN(c2ccc(S(=O)(=O)N3CCOCC3)cc2)CC1 returned Cneo AK release -1, PGC1a acetyl inh inconclusive, RAD54 branch 3 and PglD inh 11.
`COc1ccc(-c2nc3cnccn3c2Nc2ccc3c(c2)OCO3)cc1` gave Cneo AK release -3, PGC1a acetyl inh -15, E-sel inducer -0.2, RAD54 branch 1, ERAP1 inh 7, miR-122 sensor -6, PglD inh -2 and RAD52 inh -12.
O=C(CCCCCn1c(=S)[nH]c2ccc(N3CCOCC3)cc2c1=O)NCc1ccc2c(c1)OCO2 was read as Cneo AK release -4, PGC1a acetyl inh 2, E-sel inducer 0.0, RAD54 branch 4, ERAP1 inh 6, miR-122 sensor 4, PglD inh -5 and RAD52 inh -24.
For CCOC(=O)COc1ccc(Cl)cc1C1NC(=O)NC(C)=C1C(C)=O (stereo not given) the results were Cneo AK release 1, PGC1a acetyl inh -2, RAD54 branch -4, miR-122 sensor 0 and PglD inh -10.
CCCOc1ccc(C(=O)OCC(=O)NCCc2ccc(OCC)c(OCC)c2)cc1OC was read as Cneo AK release 3, PGC1a acetyl inh 2, E-sel inducer -0.7, RAD54 branch -6, ERAP1 inh -1, miR-122 sensor -6, PglD inh 2 and RAD52 inh -23.
`COc1cc(C(=O)NC(C)C2CC3CCC2C3)ccc1OC(F)F` (stereo not given) gave Cneo AK release -1, PGC1a acetyl inh -12, RAD54 branch 0, ERAP1 inh 0, miR-122 sensor 2, PglD inh 0 and RAD52 inh -15.
`CCn1cc(-c2cc(C(=O)O)on2)c(C)n1` gave Cneo AK release 3, PGC1a acetyl inh -5, RAD54 branch -7, ERAP1 inh 1, miR-122 sensor -4, PglD inh -1 and RAD52 inh -10.
Screening CC(=O)c1cc(C(=O)N2CCCC(CCC(=O)N(C)CCc3ccccn3)C2)cs1 (stereo not given) returned Cneo AK release -1, PGC1a acetyl inh 8, RAD54 branch -9, ERAP1 inh -5, miR-122 sensor -2, PglD inh 6 and RAD52 inh -13.
For Cc1ccc(C(NC(=O)N2CC(C)OC(C)C2)C(Cl)Cl)cc1F (stereo not given) the results were Cneo AK release -2, PGC1a acetyl inh -5, E-sel inducer 0.2, RAD54 branch -4, miR-122 sensor -4 and PglD inh -6.
C[C@@H]1CN([C@@H](C)CO)C(=O)c2cc(-c3ccc(F)cc3)cnc2O[C@@H]1CN(C)Cc1ccccn1 was read as Cneo AK release 6, PGC1a acetyl inh -9, E-sel inducer 1.0, RAD54 branch 3, ERAP1 inh 1, miR-122 sensor 7[16.7 µM], PglD inh -3 and RAD52 inh -10.
`O=C(Nc1nnc(-c2ccc(F)cc2)o1)c1ccco1` gave Cneo AK release -4, PGC1a acetyl inh -1, E-sel inducer 0.4, RAD54 branch -5, ERAP1 inh 5, miR-122 sensor 1, PglD inh -1 and RAD52 inh -15.
O=C(C[C@H]1CC[C@@H]2[C@H](COC[C@H](O)CN2Cc2ccc(F)cc2)O1)NCc1ccncn1 was read as Cneo AK release 0, PGC1a acetyl inh 7, E-sel inducer -0.1, RAD54 branch 2, ERAP1 inh 2, miR-122 sensor 1[16.7 µM], PglD inh -5 and RAD52 inh 0.
For CCOc1nc(SCCOc2ccccc2)nc(N(C)C)n1 the results were Cneo AK release -1, PGC1a acetyl inh -2, RAD54 branch -7, miR-122 sensor 2 and PglD inh -2.
`COCCN1CCN(c2c(C)c(C)nc3cc(-c4cccc(OC)c4)nn23)CC1` gave Cneo AK release -7, PGC1a acetyl inh -2, E-sel inducer 0.3, RAD54 branch 5, ERAP1 inh -1, miR-122 sensor -6, PglD inh -4 and RAD52 inh 3.
For O=C(c1cccnc1)N1C[C@@H]2N[C@H](C1)C2c1ccc(-c2cccnc2)cc1 (stereo not given in full) the results were PGC1a acetyl inh -3, E-sel inducer 0.2, ERAP1 inh -4 and RAD52 inh 0.
Screening O=C(Nc1nnc(-c2ccccc2)o1)NC1CCCCC1 returned Cneo AK release 1, PGC1a acetyl inh -9, RAD54 branch 8, miR-122 sensor 7 and PglD inh 2.
For CCCCCn1ccc(=O)c2c(C(F)(F)F)nccc21 the results were Cneo AK release -2, PGC1a acetyl inh -1, RAD54 branch 2, miR-122 sensor -4 and PglD inh -3.
For COc1ccccc1N1CCN(S(=O)(=O)CCNC(=O)c2cccs2)CC1 the results were Cneo AK release -1, PGC1a acetyl inh -8, E-sel inducer -0.1, RAD54 branch 15, ERAP1 inh -1, miR-122 sensor 1, PglD inh -3 and RAD52 inh -9.
`CC1CC(=O)c2cnc(NCC3CCCO3)nc2C1` (stereo not given) gave Cneo AK release 2, PGC1a acetyl inh 5, RAD54 branch 9, miR-122 sensor -8 and PglD inh 0.

Continued; the last three above are carried over.
For CCCCCn1ccc(=O)c2c(C(F)(F)F)nccc21 the results were Cneo AK release -2, PGC1a acetyl inh -1, RAD54 branch 2, miR-122 sensor -4 and PglD inh -3.
For COc1ccccc1N1CCN(S(=O)(=O)CCNC(=O)c2cccs2)CC1 the results were Cneo AK release -1, PGC1a acetyl inh -8, E-sel inducer -0.1, RAD54 branch 15, ERAP1 inh -1, miR-122 sensor 1, PglD inh -3 and RAD52 inh -9.
`CC1CC(=O)c2cnc(NCC3CCCO3)nc2C1` (stereo not given) gave Cneo AK release 2, PGC1a acetyl inh 5, RAD54 branch 9, miR-122 sensor -8 and PglD inh 0.
For CCc1noc(C)c1C(=O)OCC(=O)Nc1ccccc1SC the results were Cneo AK release 0, PGC1a acetyl inh 7, E-sel inducer 2.0, RAD54 branch 13, ERAP1 inh 0, miR-122 sensor -1, PglD inh 0 and RAD52 inh -4.
For COc1cccc(N2C(=O)C(CC(=O)Nc3ccc(F)cc3)N(C3CCCCC3)C2=O)c1 (stereo not given) the results were Cneo AK release 8, PGC1a acetyl inh -11, RAD54 branch 6, miR-122 sensor 7 and PglD inh -4.
CC(=O)c1c(C)[nH]c(C(=O)OCC(=O)Nc2ccc(Cl)cc2[N+](=O)[O-])c1C was read as Cneo AK release 0, PGC1a acetyl inh 5, RAD54 branch 4, ERAP1 inh 0, miR-122 sensor 10, PglD inh 3 and RAD52 inh -11.
`CN(C)c1ncnc2c1ncn2C1OC(CO)C(O)C1O` (stereo not given) gave Cneo AK release 1, PGC1a acetyl inh inconclusive, RAD54 branch -1, miR-122 sensor -31 and PglD inh 4.
`CSc1ccccc1C(=O)NC1CC2CCC1C2` (stereo not given) gave Cneo AK release 3, PGC1a acetyl inh -3, RAD54 branch -6, miR-122 sensor 0 and PglD inh -3.
For C[C@@H]1CCCCO[C@@H](CN(C)C(=O)NC2CCCCC2)[C@@H](C)CN([C@H](C)CO)C(=O)c2cc(NC(=O)Nc3ccc4c(c3)OCO4)ccc2O1 the results were Cneo AK release -2, PGC1a acetyl inh -10, RAD54 branch 8, ERAP1 inh 0, miR-122 sensor 2[16.7 µM], PglD inh 1 and RAD52 inh 8.
Screening COCCNC(=O)c1ccc(S(=O)(=O)N2CCCc3ccccc32)cc1 returned Cneo AK release -1, E-sel inducer 14, RAD54 branch -2, ERAP1 inh 1, miR-122 sensor 0, PglD inh 0 and RAD52 inh -10.
For O=C(c1cc(Cl)cc(Cl)c1)N1CCN(c2cc(C(F)(F)F)nc3ccccc23)CC1 the results were Cneo AK release 1, PGC1a acetyl inh 1, RAD54 branch -14, miR-122 sensor -1, PglD inh -3 and RAD52 inh -5.
`CC(C)[C@@H](CO)NC(=O)[C@H]1[C@@H](c2ccccc2)N(c2ccccc2)O[C@@H]1C` gave Cneo AK release -5, PGC1a acetyl inh -9, ERAP1 inh -4 and RAD52 inh 4.
Screening Cc1nc(NS(=O)(=O)c2cccc([N+](=O)[O-])c2)sc1C(C)(C)C returned Cneo AK release 0, RAD54 branch -8, ERAP1 inh -3, miR-122 sensor 10, PglD inh 4 and RAD52 inh -26.
`CCOc1cc(CN2CCCC(N3CCN(c4ccc(F)cc4)CC3)C2)ccc1OC` (stereo not given) gave Cneo AK release 0, PGC1a acetyl inh -1, RAD54 branch 4, ERAP1 inh 0, miR-122 sensor 6, PglD inh -2 and RAD52 inh -7.
`COc1ccc(NC(=O)C2CCN(C(=O)c3cccs3)CC2)cc1OC` gave Cneo AK release -1, PGC1a acetyl inh -6, RAD54 branch 10, miR-122 sensor -3 and PglD inh 2.
For CC(=O)c1c(C)[nH]c(C(=O)Nc2ccc(C)c(S(=O)(=O)Nc3ccc(C)cc3C)c2)c1C the results were Cneo AK release 1, PGC1a acetyl inh -9, E-sel inducer 2.0, RAD54 branch 2, ERAP1 inh 2, miR-122 sensor 166*, PglD inh -2 and RAD52 inh -23.
`COc1ccccc1N/N=C1\COC(C)(C)CC1=O` gave Cneo AK release -1, PGC1a acetyl inh 1, RAD54 branch 4, ERAP1 inh -3, miR-122 sensor -5, PglD inh -7 and RAD52 inh -8.
Screening N#Cc1c(SCC(=O)O)nc(N2CCOCC2)c2c1CCCC2 returned Cneo AK release 0, PGC1a acetyl inh 5, E-sel inducer 0.1, RAD54 branch -11, ERAP1 inh 2, miR-122 sensor -4, PglD inh -3 and RAD52 inh -1.
Screening Cc1ccccc1NC(=O)c1cccnc1 returned Cneo AK release 2, PGC1a acetyl inh 13, E-sel inducer inconclusive, RAD54 branch 3, ERAP1 inh 10, miR-122 sensor 3, PglD inh 1 and RAD52 inh 1.
For O=C(C[C@H]1CC[C@H](NC(=O)Cc2ccccn2)[C@H](CO)O1)NCCc1ccccc1 the results were Cneo AK release 4, PGC1a acetyl inh 0, E-sel inducer -0.2, RAD54 branch -3, ERAP1 inh -2, PglD inh -2 and RAD52 inh 0.
Screening CCCn1c(SCC(=O)Nc2ccc(Cl)cn2)nnc1C1CC1 returned Cneo AK release 6, PGC1a acetyl inh 4, E-sel inducer -0.5, RAD54 branch -1, ERAP1 inh 0, miR-122 sensor -1, PglD inh -2 and RAD52 inh 0.
CC1=NN(c2ccccc2)C(=O)/C1=C\c1cn(C)c2ccccc12 was read as Cneo AK release -1, PGC1a acetyl inh 6, E-sel inducer 6.9, RAD54 branch -5, ERAP1 inh -2, miR-122 sensor 6, PglD inh -2 and RAD52 inh -24.
`CC(=O)Nc1c2c(nn1-c1ccc(F)cc1)CSC2` gave Cneo AK release 8, PGC1a acetyl inh 1, E-sel inducer 0.7, RAD54 branch -7, ERAP1 inh -4, miR-122 sensor -7, PglD inh -3 and RAD52 inh -1.
`COc1ccc(/C=C/C(=O)N(C)C2CCS(=O)(=O)C2)cc1` (stereo not given) gave Cneo AK release 4, E-sel inducer -0.1, RAD54 branch 9, ERAP1 inh -6, PglD inh 1 and RAD52 inh -12.

Screens as filed in PubChem.
